MITF primary: human MITF inhibition, primary screen | O75030 | AlphaScreen MITF homodimerization, bead proximity signal | inhibition, % at 2.6 µM | 650,000 tested, 0.91% active | AID 1259374; in the data active means inhibition above about 50%;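 further: 0% = vehicle wells with protein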
FBW7 activator: human FBW7 E3 ligase activation, primary screen; Q969H0; AlphaScreen FBW7–phospho-cyclin E peptide binding, activator screen; normalized activity (activation), % at 26.1 µM; 650,000 tested, 0.13% active; in the data active means normalized activity above about 1.9%;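 further: purified mutant Fbw7 with reduced substrate affinity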
Target sequence (Q969H0 whole entry, looked up): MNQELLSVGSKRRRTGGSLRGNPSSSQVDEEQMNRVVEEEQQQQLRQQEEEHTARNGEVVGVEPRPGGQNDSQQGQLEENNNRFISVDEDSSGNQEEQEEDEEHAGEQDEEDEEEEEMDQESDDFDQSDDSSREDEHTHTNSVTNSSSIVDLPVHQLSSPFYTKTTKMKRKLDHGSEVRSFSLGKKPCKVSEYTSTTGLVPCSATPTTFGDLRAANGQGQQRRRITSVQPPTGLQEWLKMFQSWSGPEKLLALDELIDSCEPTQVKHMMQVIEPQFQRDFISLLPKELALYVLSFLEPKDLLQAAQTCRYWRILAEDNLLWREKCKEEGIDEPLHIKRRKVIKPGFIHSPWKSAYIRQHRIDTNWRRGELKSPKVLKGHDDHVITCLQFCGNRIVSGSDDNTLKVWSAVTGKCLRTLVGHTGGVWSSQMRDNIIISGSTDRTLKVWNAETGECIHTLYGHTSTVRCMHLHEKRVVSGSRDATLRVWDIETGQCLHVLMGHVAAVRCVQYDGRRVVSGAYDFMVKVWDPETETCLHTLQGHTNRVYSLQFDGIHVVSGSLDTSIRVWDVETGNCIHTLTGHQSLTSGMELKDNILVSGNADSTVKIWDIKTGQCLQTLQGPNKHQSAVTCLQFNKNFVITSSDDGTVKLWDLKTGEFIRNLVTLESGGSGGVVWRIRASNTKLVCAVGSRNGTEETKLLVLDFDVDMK
TEAD-YAP block: TEAD-YAP interaction inhibition | HEK-TIYL cells, TEAD-Gal4/YAP UAS-luciferase luminescence | AID 1259422 | 640,000 tested, 1.4% active | inhibition, % at 9.12 µM; in the data active means inhibition above about 32%;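 further: 0% = median of test compound wells and 100% = reference inhibitor wells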
GPR151 activ: activates the human receptor GPR151 | Q8TDV0 | PathHunter beta-arrestin GPR151 cells, luminescence | activation, % at 11.2 µM | 650,000 tested, 1% active | AID 1508602; in the data active means activation above about 4.9%;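 further: 0% = median of compound wells and 100% = cells with positive control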
Target sequence (Q8TDV0 whole entry, looked up): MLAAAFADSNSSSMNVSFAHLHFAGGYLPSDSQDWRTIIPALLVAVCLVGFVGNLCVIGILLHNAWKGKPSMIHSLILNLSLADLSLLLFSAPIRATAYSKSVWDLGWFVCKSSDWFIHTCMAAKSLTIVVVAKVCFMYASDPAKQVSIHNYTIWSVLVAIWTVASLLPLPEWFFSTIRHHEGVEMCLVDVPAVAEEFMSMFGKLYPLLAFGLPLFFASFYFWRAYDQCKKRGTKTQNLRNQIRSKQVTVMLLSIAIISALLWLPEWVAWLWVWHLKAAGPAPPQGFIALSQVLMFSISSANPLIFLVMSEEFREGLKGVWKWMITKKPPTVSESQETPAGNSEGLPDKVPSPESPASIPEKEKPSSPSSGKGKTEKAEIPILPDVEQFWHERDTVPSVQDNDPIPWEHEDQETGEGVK
An asterisk follows results filed as active. No enrichment for hits. Share with any hit: about 3.5%.

Preview:
SMILES	MITF primary	FBW7 activator	TEAD-YAP block	GPR151 activ
O=c1oc2ccccc2nc1/C=C(O)/C=C/c1ccccc1	18.9	0.7	-31.9	-0.5
O=C(CCc1nc2cccnc2n1-c1ccccc1)NCc1ccccc1	-1.7	0.0	2.4	1.4
C=CCNC(=O)CSc1nc2ccc([N+](=O)[O-])cc2s1	-6.7	0.0	-16.3	1.2
COc1ccc2c(c1)CC(C(=O)Nc1ccc(-c3cn[nH]c3)cc1C(=O)NCc1ccccc1)CO2 (centres undefined)	24.1	-0.1	0.4	0.0
NC1=NC(=Nc2ccccc2F)c2ccccc21	-0.2	0.2	0.5	-0.1

The listing, repeating the preview:
SMILES	MITF primary	FBW7 activator	TEAD-YAP block	GPR151 activ
O=c1oc2ccccc2nc1/C=C(O)/C=C/c1ccccc1	18.9	0.7	-31.9	-0.5
O=C(CCc1nc2cccnc2n1-c1ccccc1)NCc1ccccc1	-1.7	0.0	2.4	1.4
C=CCNC(=O)CSc1nc2ccc([N+](=O)[O-])cc2s1	-6.7	0.0	-16.3	1.2
COc1ccc2c(c1)CC(C(=O)Nc1ccc(-c3cn[nH]c3)cc1C(=O)NCc1ccccc1)CO2 (centres undefined)	24.1	-0.1	0.4	0.0
NC1=NC(=Nc2ccccc2F)c2ccccc21	-0.2	0.2	0.5	-0.1
CSc1nc(N2CCN(Cc3ccc4c(c3)OCO4)CC2)c2ccccc2n1	31.6	0.3	7.0	0.4
O=C(NCC1CCCO1)c1ccc(-n2cc(-c3ccc(Cl)cc3)cn2)cc1 (centres undefined)	10.7	0.0	-19.2	-0.6
CN1C(=O)C(=Cc2ccc(C(C)(C)C)cc2)C(=O)N(C)C1=O	15.2	-0.1	-3.1	0.0
COc1cc(Nc2nccn3c(-c4cccc(NC(C)=O)c4)cnc23)cc(OC)c1OC	10.2	0.1	51.5*	1.0
CSc1nnc2c(n1)OC(c1ccc(C)s1)Nc1ccccc1-2 (centres undefined)	5.2	-0.1	0.7	-1.3

By substructure: the entries above containing an aryl methoxy group
SMILES	MITF primary	FBW7 activator	TEAD-YAP block	GPR151 activ
COc1ccc2c(c1)CC(C(=O)Nc1ccc(-c3cn[nH]c3)cc1C(=O)NCc1ccccc1)CO2 (centres undefined)	24.1	-0.1	0.4	0.0
COc1cc(Nc2nccn3c(-c4cccc(NC(C)=O)c4)cnc23)cc(OC)c1OC	10.2	0.1	51.5*	1.0

Remaining list, next part
SMILES	MITF primary	FBW7 activator	TEAD-YAP block	GPR151 activ
COc1ccc(NC(=O)Cn2cnc3sc(C)c(S(=O)(=O)N4CCCCC4)c3c2=O)c(OC)c1	29.3	-0.1	3.0	0.1
N/C(=N\NC(=O)c1cccc(F)c1)c1cc2cc(Br)ccc2oc1=O	-3.5	0.2	-17.9	-0.1
O=C(O)/C=C/C(=O)Nc1ccc(/C=C/C(=O)c2ccccc2)cc1	-3.5	0.0	-38.5	0.2
O=C(NCCc1ccccc1)c1ccccc1Br	5.2	0.0	33.7*	-1.1
Clc1ccccc1CNc1ncnc2ccccc12	8.5	0.0	48.3*	2.3
N#Cc1c(NC(=O)c2cccnc2Cl)oc(-c2ccco2)c1-c1ccco1	22.1	-0.3	-0.2	-0.1
O=c1[nH]ncn1-c1cc(C(F)(F)F)cc(C(F)(F)F)c1	-9.8	0.1	-3.0	1.8
Cn1c(=O)c2c(ncn2CC(=O)NNC(=O)c2ccc(Cl)cc2)n(C)c1=O	10.6	0.1	7.5	-1.2
Cc1ccc2c(C(=O)CN3CCCCC3)c(C)[nH]c2c1	6.7	0.1	6.0	0.3
CCOC(=O)c1cc(S(=O)(=O)N(CC)c2ccc(OC)cc2)cn1C	-10.3	-0.2	-17.6	0.5

Structures from the list above that have bromine, in the order listed:
SMILES	MITF primary	FBW7 activator	TEAD-YAP block	GPR151 activ
N/C(=N\NC(=O)c1cccc(F)c1)c1cc2cc(Br)ccc2oc1=O	-3.5	0.2	-17.9	-0.1
O=C(NCCc1ccccc1)c1ccccc1Br	5.2	0.0	33.7*	-1.1

Next section:
SMILES	MITF primary	FBW7 activator	TEAD-YAP block	GPR151 activ
COc1ccc(OC)c(C2C(C(=O)Nc3ccccn3)=C(C)NC3=C2C(=O)CCC3)c1 (centres undefined)	4.8	-0.1	5.4	0.6
O=C(Cn1c(=O)c2cccn2c2cccnc21)N1CCOCC1	-9.7	0.2	2.1	-0.2
Cc1cc(C)n(C(=O)CN2C(=O)COc3ccccc32)n1	17.1	-0.1	1.4	0.0
Fc1ccc(-c2cc(NC3CC3)nc(-c3ccccn3)n2)cc1	-2.8	-0.7	90.0*	-2.6
COc1ccc(S(=O)(=O)CCC(=O)NCc2ccc(C)cc2)cc1	6.1	0.0	5.1	0.0
COC(=O)[C@@H]1CCCN1Cc1ccc2c(c1)CN(Cc1cc(OC)cc(OC)c1)CCO2	-3.2	-0.1	-0.5	-1.2
CCCCn1c(-c2ccc(N)cc2)nc2ccccc21	9.2	0.0	-63.8	-0.9
CCOc1ccccc1NC(=O)c1nn(-c2ccc(OC)cc2)c(=O)c2ccccc12	-0.6	0.2	-3.7	1.6
CC(=O)Nc1ccc(-c2csc(NCc3ccccc3)n2)cc1	7.8	0.2	-33.4	2.4
O=C(COC(=O)CN1C(=O)C2CCCCC2C1=O)NNC(=O)c1cccs1 (centres undefined)	0.0	0.0	-2.5	1.4
C=COCCNC(=O)C(=O)Nc1cccc(C)c1	3.9	0.6	-6.1	-1.2
COc1ccc(CCNC(=O)CCCCCn2c(SCC(=O)Nc3nccs3)nc3ccsc3c2=O)cc1OC	-3.0	-0.2	-5.3	-1.0
Cc1ccc(C)c(NC(=O)CS(=O)(=O)c2ccccc2)c1	-1.6	-0.1	8.0	-0.7
Cc1ccc(C(=O)N/C(=C/c2ccco2)C(=O)NCCc2ccccc2)cc1	4.2	0.2	-31.1	0.6
CCOc1ccc2cc(-c3csc(NC(C)=O)n3)c(=O)oc2c1	17.9	0.3	5.0	0.6
Cc1onc(-c2c(Cl)cccc2Cl)c1C(=O)Nc1ccccc1C(N)=O	-5.8	-0.1	6.0	-0.6
CCCC(NS(=O)(=O)c1ccc(NC(C)=O)cc1)C(=O)O (centres undefined)	-2.7	0.2	-4.0	-0.7
COc1ccc(Nc2nc(Nc3cccc(C(F)(F)F)c3)nc(N3CCCCC3)n2)cc1	13.2	-0.1	5.5	0.1
O=C(CSc1nnc(Cc2ccccc2)o1)NCc1ccco1	-0.7	0.1	-0.9	0.2
COc1cccc(Nc2ccc([N+](=O)[O-])c3nonc23)c1	17.9	-0.2	1.3	-3.0
CC1(c2ccc(Cl)cc2)CC(C)(C)N(C(=O)CSc2ncn[nH]2)c2ccccc21 (centres undefined)	-2.8	-0.1	-5.4	-0.4
COc1ccc(OCc2nc(C#N)c(N3CC(C)CC(C)C3)o2)cc1 (centres undefined)	7.5	-0.1	-11.9	1.0
CCOC(=O)c1ccc2[nH]cc(C(=O)OCC)c(=O)c2c1	-13.8	-0.1	-0.4	3.9
CN(C)c1ccc(Nc2nc(-c3ccc([N+](=O)[O-])cc3)nc3ccccc23)cc1	9.6	0.1	1.6	-0.8
CCOC(=O)N1CCc2c(sc(NCc3ccc(N(C)C)cc3)c2C(=O)Nc2ccccc2OCC)C1	4.0	0.0	1.0	-0.4
CCCCNC(=O)c1nn(-c2ccc(OC)cc2OC)c(=O)c2ccccc12	-1.4	-0.1	0.9	-0.9
COc1ccc([C@@H](C)NC(=O)c2ccc(OC3CCN(Cc4ccccn4)CC3)cc2)cc1	9.7	0.0	-1.6	0.9
CCOC(=O)c1nn(CCO)c2c1CN(Cc1c(F)cccc1Cl)CC2	-15.0	-0.1	7.1	1.5
CN1CCN(c2nc3c(c(=O)[nH]c(=O)n3C)n2C/C=C/c2ccccc2)CC1	-0.2	0.5	-24.4	-0.5
COc1cccc(CNC(=O)CNC(=S)N(Cc2cccs2)C2CCCCC2)c1	-3.4	0.0	-2.1	-1.3
COc1ccc(/C=C2\N=C3CCCCCN3C2=O)cc1	-1.8	-0.1	-61.0	0.4
O=C(COC(=O)c1ccc[nH]c1=O)NC1CCCCCCC1	-1.6	0.0	-6.1	-0.1
CC1(C)CC(=O)C(C=NC2CCCCNC2=O)=C(O)C1 (centres undefined)	11.8	-0.1	-2.0	0.0
COC(=O)c1ccc(NC(=O)CSc2nnc(C)n2N)cc1	-8.1	-0.1	1.9	2.8
Cc1[nH]nc(SCC(=O)Nc2c(F)cc(F)cc2Br)c1[N+](=O)[O-]	-0.8	0.1	7.5	1.4
CCOC(=O)c1c(N2C(N)=C(C#N)C(c3ccc(C(C)(C)C)s3)C3=C2CCCC3=O)sc2c1CCCCC2 (centres undefined)	5.2	0.5	5.7	-1.6
CN1CCN(C(CNS(=O)(=O)c2cccc(F)c2)c2ccc3c(c2)CCCN3C)CC1 (centres undefined)	28.5	-0.3	-0.5	1.2
Cc1nc(N2CCOCC2)nc(NC2CCCCC2)c1[N+](=O)[O-]	2.0	0.9	1.2	-0.3
CCOc1ccc(S(=O)(=O)N2CCSC2c2ccccc2OC)cc1 (centres undefined)	0.4	-0.1	-4.6	1.3
Cc1nnc(SCC(=O)NC2CCCCC2)s1	-1.8	-0.1	-13.7	-1.1
CC(C)(C)NC(=O)CSc1nc(-c2ccccc2)cs1	-19.1	0.3	61.8*	1.7
CCOC(=O)c1oc2cccc(O)c2c1C	-11.7	0.0	-26.7	-5.6
O=C(NCCN1CCOCC1)C1CC(=O)N(c2ccc(F)c(Cl)c2)C1 (centres undefined)	6.6	1.0	-0.1	3.0
COc1ccc(-n2nc(C(=O)NC3CCCCCC3)c3ccccc3c2=O)cc1	13.2	0.0	2.6	-1.4
Cc1ccccc1NC(=O)C1CC=CCC1C(=O)O (centres undefined)	18.1	0.1	5.3	-1.0
C=CCOC(=O)C1=C(C)N=C2SCCC(=O)N2C1c1ccc(OC(C)=O)cc1 (centres undefined)	3.9	0.1	-4.5	0.2
c1ccc(-c2nc3c(c(N4CCCCC4)n2)C2(CCCCC2)Cc2ccccc2-3)cc1	4.3	0.2	-7.5	-1.2
C=CCNC(=O)/C(C#N)=C/c1c(Oc2ccc(C(C)(C)C)cc2)nc2c(C)cccn2c1=O	4.5	0.0	0.6	0.7
O=C(CSc1nc(O)cc(=O)n1-c1ccccc1)Nc1ccccc1	-2.8	-0.1	6.8	0.8
NC(=O)c1ccc(-c2nc(NCCCN3CCCC3=O)c3ncn(Cc4ccc(C(F)(F)F)cc4)c3n2)cc1	3.4	0.4	5.0	-1.2
Next structures.
SMILES	MITF primary	FBW7 activator	TEAD-YAP block	GPR151 activ
O=C(CNS(=O)(=O)c1ccc2ccccc2c1)OCC(=O)c1c[nH]c2ccccc12	-7.4	0.2	-5.4	0.8
Cc1nn(C)c(C)c1NC(=S)Nc1ccc([N+](=O)[O-])cc1	34.6	0.3	-13.2	0.4
CCN(CC)CCCOc1ccc2ccccc2c1	66.3*	-0.1	-24.3	-0.2
O=C1Nc2ccccc2/C1=C\c1cn(CC(=O)N2CCCC2)c2ccccc12	7.6	0.1	-15.1	0.0
O=C(O)CNC(=O)/C=C\c1ccc(Cl)cc1	-1.4	-0.3	-3.3	0.2
O=C(CN(Cc1ccccc1)S(=O)(=O)c1ccc(F)cc1)NCCCO	-11.5	-0.1	-4.1	-0.6
CC(=O)OC(OC(C)=O)C12C=CC(O1)C1C(=O)N(c3ccc(C)c(C)c3)C(=O)C12 (centres undefined)	2.4	-0.1	4.8	-1.7
COc1ccc(S(=O)(=O)Nc2cccc(-c3cn4cccnc4n3)c2)cc1OC	15.9	0.2	3.5	-0.4
Cc1cnc(Nc2ccc3ncccc3c2)nc1NCCc1ccc(O)cc1	7.5	-0.1	21.8	2.1
Cc1cc(C)c(C(=O)/C(=C/c2cccnc2)c2ccccc2)c(=O)[nH]1	19.7	0.1	12.2	-0.6
CC(=O)NC(=O)c1cc2ccccc2oc1=Nc1ccc(F)cc1	19.7	-0.1	-16.1	-1.1
COc1ccc(C(=O)/C=C/NCc2ccc(F)cc2)cc1OC	0.3	-0.2	-3.8	1.3
FC(F)(F)c1ccc(Cn2cnc3c(NCc4ccccc4)nc(Nc4ccccc4)nc32)cc1	2.8	-0.1	14.6	0.6
C=CCN(c1ccc(OC)cc1)S(=O)(=O)c1ccc(Cl)c(C(=O)OCC#N)c1	-6.0	0.1	-0.8	0.1
CCc1cc2c(=O)c(-c3nc4ccccc4[nH]3)coc2c(CN2CCOCC2)c1O	3.1	0.4	-5.6	-0.4
COc1ccc2oc(=O)c(-c3nnc(Nc4ccc(F)cc4F)s3)cc2c1	15.0	-0.1	-5.2	-0.3
O=C(CN1C(=O)C2CC=CCC2C1=O)Nc1ccccc1C(=O)Nc1ccccc1 (centres undefined)	-7.8	-0.1	0.2	0.1
COc1ccccc1N=Cc1c(O)[nH]c2ccccc12	18.7	0.1	-53.2	-1.1
N=c1nc(-c2ccccc2)ccn1O	9.2	0.0	7.9	0.0
N#Cc1c(N)nc2c(c1-c1ccccc1Cl)CCCCC2	7.6	1.4	-0.1	-1.2
COc1ccc(S(=O)(=O)CCC(=O)NCCc2ccc(Cl)cc2)cc1	13.6	0.1	3.0	0.9
O=C(OCC(=O)c1cccs1)c1cccc(N2C(=O)C3C4C=CC(C5CC45)C3C2=O)c1 (centres undefined)	17.1	0.1	6.8	-0.2
O=C(Cc1c[nH]c2ccccc12)N1CCN(c2ccc(F)cc2)CC1	2.6	-0.2	-2.6	0.3
COC(=O)c1c(OCCc2ccccc2F)cc(=O)n2c1CCN(Cc1ccco1)CC2	-12.2	-0.2	-11.8	-0.6
CC1Sc2ccc(C#N)cc2N(Cc2ccccc2C#N)C1=O (centres undefined)	-15.2	0.2	2.7	-1.7
CCCCCCSc1nnc2c(n1)OC(C)Nc1ccccc1-2 (centres undefined)	-1.9	0.0	5.1	-0.2
Cc1ccc(NC(=O)COc2ccccc2C(=O)NC(C)c2ccccc2)cc1[N+](=O)[O-] (centres undefined)	17.4	0.2	9.6	7.1*

Screening data: PubChem, The Scripps Research Institute Molecular Screening Center
